TSHR antagonist: antagonists of human thyroid stimulating hormone receptor | P16473 | TSHR-expressing cells, TSH-stimulated cAMP HTRF, 2 h; stronger effect = lower value | activity change, negative = inhibition, % at 11.5 µM | 330,000 compounds, 0.2% hits;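 active = activity change below a set negative limit, meaning inhibition stronger than a set level, cut at about -70% in these data; inconclusive = activity change between two set negative limits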; also: % is scaled to controls: 0 for no effect and ±100 for the full control effect
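TSHR-expressing cells, 200/well, pre-treated with compound, then stimulated with EC80 TSH (4nM final) for 2 hours at 37 deg C. cAMP measured by competitive HTRF: anti-cAMP cryptate antibody in lysis buffer plus cAMP-d2, read after 30 minutes at room temperature.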
Giardia killer: Giardia lamblia killing; Giardia lamblia trophozoite viability; activity change, % at 7.66 µM, hits read low; 340,000 compounds, 0.15% hits; in the data active = activity change below about -80%; inconclusive = between about -30% and that limit;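 also: parasites exposed to compound for two days anaerobically before the ATP read; % is scaled to controls: 0 for no effect and ±100 for the full control effect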
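Trophozoites 100 cells/well + cpd; 48 hrs, 37 deg C, anaerobic. ATPLite 1-Step added, 15-30 min RT, luminescence read (ATP-based viability).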
A-T KAP1 phos: candidate therapy for ataxia-telangiectasia; […] A-T fibroblasts, KAP-1 phosphorylation AlphaLISA; neocarzinostatin DNA damage 30 min before lysis; Potency, µM (doses to about 57.5 µM), for the others: at the highest dose activation, hits mostly activators; 320,000 compounds, 0.19% hits; also: potency is read from the fitted curve at half-maximal effect; % of control where 0% means no effect; nearly all actives have a fitted effect of over 45% in size
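ATM-like activity read as KAP-1 phosphorylation via AlphaLISA donor/acceptor antibody pairs after lysis and 6 hr at 25C. Cells were ATM-null patient fibroblasts ([…], hTERT), dosed 60 min, then exposed to the DSB inducer NCS for 30 min.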
Chronic BCR inh: inhibitors of chronic active B-cell receptor signaling; ABC-DLBCL IkBa-CBG/CBR reporter, luminescence ratio, 4 h; 340,000 compounds, 0.05% hits; AID 493014; Potency, µM (titrated, usually from 46.1 µM), for the others: at the highest dose ratio change, negative = lower green/red ratio, usual class: inhibitors; active = well fitted inhibition curve with a large enough effect in the signal ratio, with a control signal flat, not every such curve was filed as active; inconclusive = small, poorly fitted or top-dose-only effect, or effect the other way, or a change in a side signal; the % refers to the signal ratio;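 also: potency is read from the fitted curve at half-maximal effect; plate controls were basal doxycycline-induced cells for no effect and cells given 10 µM MG132 for full effect; MG132 reads +100%, hits lower the ratio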
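Concentration-response series (up to 46 uM) were applied to TMD8 dual-reporter cells for 4 h at 37C with doxycycline. Green/red ratio, after filter-overlap correction, defined %Activity; red signal alone was normalised to basal cells and zero luminescence.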
GALK inh: inhibitors of human galactokinase; P51570; Purified GALK, Kinase-Glo residual ATP luminescence; Potency, µM (top dose mostly 57.5 µM), for the others: at the top dose activity change, negative = inhibition, most hits filed as inhibitors; 270,000 compounds, 0.007% hits; also: potency is read from the fitted curve at half-maximal effect; % is scaled to controls: 0 for no effect and ±100 for the full control effect
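Galactose (100 uM) and ATP (35 uM) were turned over by 5 nM GALK for 1 h at RT. Kinase-Glo Plus then converted the remaining ATP into a luminescent signal.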
FBPA coupling cs: counter-screen for Giardia aldolase inhibitors: coupling enzyme system; coupling enzyme system counterscreen, AmpLite Red fluorescence; activity change, negative = inhibition, % at 58.2 µM, hits read low; 290,000 compounds, 0.67% hits; in the data active = activity change below about -30%; also: % is scaled to controls: 0 for no effect and ±100 for the full control effect
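Final compound at 57.5 uM, incubated 10 min at RT with coupling enzyme reagent (glyceraldehyde-3-phosphate), then 20 min with substrate and AmpLite Red detection. Fluorescence read at 525/598 nm; tests interference with the coupling assay, not aldolase inhibition.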
Tb PFK block: inhibitors of T. brucei phosphofructokinase; 330,000 compounds, 0.17% hits; T. brucei PFK, ADP-Glo luminescence; Potency, µM (doses to about 57.5 µM), inactives show at the highest dose activity, negative = inhibition, actives largely listed as inhibitors; AID 485367;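 also: potency is read from the fitted curve at half-maximal effect; 0% = uninhibited 1x PFK enzyme wells and -100% = no-enzyme wells; nearly all actives have a fitted effect of over 60% in size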
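Luminescent ADP detection (ADP-Glo, two-step: ATP depletion then ADP-to-ATP conversion for luciferase) reported PFK activity after 45 min room-temperature reaction of 1.25 nM enzyme with 0.5 mM F6P and 0.1 mM ATP at pH 8.0.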
MLL CXXC-DNA inh: MLL CXXC-DNA interaction inhibition | MLL-CXXC / FITC-HOXA9 DNA fluorescence polarization | Potency, µM (top dose mostly 115 µM), for the others: at the top dose activity change, negative = inhibition, hits mostly inhibitors | 290,000 compounds, 0.037% hits; active = well fitted inhibition curve with a large enough effect in the polarisation, with a control signal flat, not every such curve was filed as active; inconclusive = small, poorly fitted or top-dose-only effect, or effect the other way, or a change in a side signal; inactive = no such curve, though single readings can be large or run the other way; the % refers to the polarisation; also: potency is read from the fitted curve at half-maximal effect
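Steps: dispense CXXC domain solution (7 uM) → pin compounds or unlabeled HOX-A9 DNA control → 5 min ambient → add FLSN-HOX-A9 solution (50 nM) → spin → 30 min ambient → fluorescence polarization. Tris pH 7.5/NaCl/DTT/BSA buffer.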
hERG WT inh: KCNH2 (human, wildtype) channel inhibition | Q12809 | U2OS, BacMam KCNH2, thallium flux FluxOr; stronger effect = lower value | activity change, % at 1.84 µM | 340,000 compounds, 0.37% hits;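 active = maximum activity change below -70%; inconclusive = maximum activity change between -70% and -50%; inactive = maximum activity change above -50%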; also: % is scaled to controls: 0 for no effect and ±100 for the full control effect
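U2OS cells were transduced with wild-type KCNH2 virus (2.03 x 10^8 / mL) for 4 h at room temperature, then cultured overnight at 37 C. Thallium flux was read with FluxOr dye. Rate constants were normalized to DMSO controls.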
TCR act: activates T cell receptor signaling; primary human leukocytes, anti-CD3, IL-2 HTRF, 48 h; Potency, µM (series often up to 9.22 µM), for the others: top-dose activation of IL-2 secretion, hits mostly activators; 330,000 tested, under 10 active; AID 504894; also: % of control where 0% means no effect
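IL-2 release read by HTRF sandwich (Eu cryptate donor, d2 acceptor, 665 nm emission) after 48 hr exposure of primary human leukocytes to compound together with anti-CD3 beads in the absence of co-stimulatory signals.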
The depositor's hits bear a star; i = inactive; u = inconclusive; x = not tested or not shown; [ ] = another dose, or the depositor's remark. Unless noted, calls follow the shape of the dose curve; as a rule, active = well fitted curve in the direction sought with a large enough effect; inconclusive = small, poorly fitted or top-dose-only effect, or another doubt; inactive = no such curve, though single readings can be large; an effect the other way counts as inactive or inconclusive. No enrichment for hits; any-hit rate near 1.6%.

SMILES	TSHR antagonist	Giardia killer	A-T KAP1 phos	Chronic BCR inh	GALK inh	FBPA coupling cs	Tb PFK block	MLL CXXC-DNA inh	hERG WT inh	TCR act
COc1ccccc1N(CC(=O)Nc1ccc(C)cc1Cl)S(=O)(=O)c1cccs1	20	10	14%	u	x	x	0%	x	4	4%
CCC(C)[C@H](NC(=O)N1CCCCC1)C(=O)OC (stereo partly drawn)	-3	-3	2%	0%	2%	0	-14%	-6%	-1	4%
CCc1ccc2[nH]c3nc(C)cc(C)c3c(=O)c2c1	-2	-1	9%	15%	-1%	-10	2%	10%	-1	0%[46.1 µM]
COc1ccc([C@H]2CC(=O)C=C(c3ccc(C)cc3)C2)cc1OC	-2	1	4%	-4%	x	x	4%	x	1	0%
Cc1nnc(SC(C)C(=O)Nc2ccc3ccccc3c2)[nH]c1=O (stereo not drawn)	14	0	-6%	-6%	-2%	6	-13%	2%	2	-3%
O=C(NCC1COCCO1)c1ccc2nc(Cc3cccc(Cl)c3)oc2c1 (stereo not drawn)	7	-3	-19%	-2%	2%	x	15µM*	-2%	-5	0%
O=C(Cc1ccc(Cl)cc1)N/N=C1\CCCc2ccccc21	8	13	-5%	8%	3%	3	-4%	-1%	-16	-6%
COc1ccc(N2CSC3=C(C#N)C(c4cccs4)CC(=O)N3C2)cc1 (stereo not drawn)	13	12	u	u	5%	-49*	-26%	7%	1	0%
COCCN1C(=O)N[C@@H](c2cccc(C(F)(F)F)c2)[C@H](C(=O)OC)[C@H]1C	x	16	x	x	x	-1	x	x	-3	-1%
CCCCn1c(SCC(=O)c2ccc(OC)cc2OC)nc2cc(S(N)(=O)=O)ccc21	-8	-1	1%	-1%	3%	-19	-14%	5%	4	0%
CC(=O)NC(CC(=O)Nc1cccc(S(=O)(=O)N2CCCC2)c1)c1ccccc1 (stereo not drawn)	-3	2	6%	1%	2%	x	0%	1%	-11	1%
C/C(=N\NC(=O)c1ccccc1)c1ccc(N2CCOCC2)cc1	-4	-13	-6%	u	-2%	-2	2%	7%	2	3%
O=C1c2ccccc2C(=O)N1CCn1nc(Cl)nc1Cl	12	-7	-3%	u	-5%	-2	-9%	4%	13	10%
O=C1NC(=S)N/C1=C/c1cccn1-c1ccc([N+](=O)[O-])cc1	-5	4	-29%	0%	13%	-1	17%	22%	-12	-1%
CCOC(=O)c1c(C2COc3ccccc3O2)csc1NC(=O)c1ccccc1 (stereo not drawn)	-6	1	-3%	0%	0%	2	3%	2%	10	0%
COc1ccccc1N(C(=O)c1snc(C(N)=O)c1N)C(C(=O)NC1CCCC1)c1ccc2ncccc2c1 (stereo not drawn)	-10	17	6%	1%	-1%	-2	-7%	2%	-2	5%
COc1ccc(-n2cnnc2SCC(=O)Nc2ccccc2F)cc1	3	12	-7%	-3%	12%	3	-2%	-2%	1	9%
CCOC(=O)N1CCN(S(=O)(=O)c2ccc(OC)c(C(=O)N3CCCCC3)c2)CC1	12	-7	-1%	2%	9%	1	9%	47%[activator]	-2	0%
CC1(C)CC(NCc2ccncc2)CC(C)(C)N1	1	38[activator]	2%	-1%	1%	1	0%	1%	-8	-6%
CC1=NN(C(N)=S)C(=O)C1N=Nc1ccccc1C(=O)O (stereo not drawn)	16	9	12%	9%	-7%	1	1%	3%	-5	1%
CCOC(=O)N1CCN(C(=O)C2CC(c3ccc(F)cc3)=NO2)CC1 (stereo not drawn)	14	-18	20%	-1%	2%	2	2%	-2%	-6	1%
COc1ccc(CN2CCN(CCCCOc3ccc(Cl)cc3)CC2)c(OC)c1OC	17	-9	1%	-12%	2%	-1	-8%	0%	i	-1%
COc1cccc(Cn2c(=O)c3[nH]cnc3n(-c3ccccc3C)c2=O)c1	11	7	24%	u	-1%	1	3%	1%	1	-2%
COc1ccc(NC(=O)C(=O)NCCC2CCCCN2S(=O)(=O)c2ccc(F)cc2)cc1 (stereo not drawn)	-19	2	-7%	8%	x	x	0%	x	1	0%
CCOC(=O)c1ccccc1NC(=O)N1CCn2c(C)ccc2C1CC (stereo not drawn)	10	-6	0%	-1%	-3%	-1	-9%	16%	0	4%

Tb PFK block: what is marked active above
SMILES	TSHR antagonist	GALK inh	Tb PFK block	MLL CXXC-DNA inh	TCR act
O=C(NCC1COCCO1)c1ccc2nc(Cc3cccc(Cl)c3)oc2c1 (stereo not drawn)	7	2%	15µM*	-2%	0%

Compound profiles, as listed above. Order of screens: TSHR antagonist | Giardia killer | A-T KAP1 phos | Chronic BCR inh | GALK inh | FBPA coupling cs | Tb PFK block | MLL CXXC-DNA inh | hERG WT inh | TCR act
CCOC(=O)c1c(C2COc3ccccc3O2)csc1NC(=O)c1ccccc1 (stereo not drawn) in the list: -6 | 1 | -3% | 0% | 0% | 2 | 3% | 2% | 10 | 0%
CC1=NN(C(N)=S)C(=O)C1N=Nc1ccccc1C(=O)O (stereo not drawn) in the list: 16 | 9 | 12% | 9% | -7% | 1 | 1% | 3% | -5 | 1%

The listing picks up with the two entries that preceded the break.
SMILES	TSHR antagonist	Giardia killer	A-T KAP1 phos	Chronic BCR inh	GALK inh	FBPA coupling cs	Tb PFK block	MLL CXXC-DNA inh	hERG WT inh	TCR act
COc1ccc(NC(=O)C(=O)NCCC2CCCCN2S(=O)(=O)c2ccc(F)cc2)cc1 (stereo not drawn)	-19	2	-7%	8%	x	x	0%	x	1	0%
CCOC(=O)c1ccccc1NC(=O)N1CCn2c(C)ccc2C1CC (stereo not drawn)	10	-6	0%	-1%	-3%	-1	-9%	16%	0	4%
O=C1C2C3CCC(C3)C2C(=O)N1c1ccc2ccccc2c1 (stereo not drawn)	3	12	5%	3%	1%	0	-1%	4%	-1	-11%
COc1ccc(/C=N/NC(=O)c2ccc(=O)n(C)c2)cc1OC	-4	-4	-6%	u	1%	-1	1%	-1%	-1	-2%
C#CCOCCOCCOCCNc1nc(N2CCN(C(=O)[C@H](CCCCN)n3cc(CCC(=O)O)nn3)CC2)nc(N2CCN(C(=O)[C@H](CCCCN)n3cc(CC(C)O)nn3)CC2)n1 (stereo partly drawn)	-4	-6	5%	u	x	x	-3%	x	0	6%
CN1CCN(C(=O)CCCN2C(=O)/C(=C/c3ccc(Cl)cc3)SC2=S)CC1	36	-3	-1%	u	x	x	0%	x	7	2%
CCOC(=O)N1CCC(NC(=O)c2cc(C(=O)NCC(OC)OC)ccc2CO)CC1	23	10	0%	4%	0%	3	-9%	-22%	2	3%
Cc1csc(=O)n1CCC(=O)OCC(=O)N(CC(C)C)c1c(N)n(Cc2ccccc2)c(=O)[nH]c1=O	2	19	-11%	0%	0%	2	3%	10%	-6	1%
Cc1ccc(Nc2c3c(nc4ccccc24)CCC3)cc1	-3	11	1%	0%	-3%	3	4%	3%	25	-1%
CN(C)S(=O)(=O)c1ccc(NC(=O)CSc2n[nH]c(=O)n2C2CC2)cc1	-2	2	-1%	0%	-1%	1	-1%	u	-38	4%
NC(=O)C1CCN(C(=O)CN(c2cccc(Cl)c2)S(=O)(=O)c2ccccc2)CC1	-13	6	8%	3%	-1%	x	-5%	2%	0	-11%
Cc1cccc(NC(=O)c2cc(S(=O)(=O)NCc3ccco3)ccc2F)c1C	-8	9	-3%	u	3%	2	-4%	-5%	-25	-1%
O=C(Cn1c(CC(=O)N2CCOCC2)nc2ccccc21)Nc1ccc2c(c1)OC(F)(F)O2	25	9	8%	u	0%	3	2%	-10%	2	3%
CCCCN(C)C(=O)c1ccc(CS(=O)(=O)c2ccccc2C)o1	11	u	-1%	-1%	0%	1	1%	-2%	6	5%[46.1 µM]
COc1ccc(C(=O)OCCN2C(=O)c3ccccc3C2=O)cc1	-17	-26	-1%	0%	-1%	0	1%	16%	-6	x
COc1ccccc1NC(=S)N1CCN(c2ccccn2)CC1	19	-14	-22%	7%	1%	1	-4%	-5%	6	-1%[46.1 µM]
O=C(O)C1CCN(C(=O)c2ccccc2N2C(=O)[C@@H]3Cc4c([nH]c5ccccc45)C(c4cccc(Cl)c4)N3C2=O)CC1 (stereo partly drawn)	-7	10	-9%	19%	x	0	0%	-10%	-4	-64%

Screening results deposited in PubChem by National Center for Advancing Translational Sciences (NCATS).
